# Compound activity deposited in PubChem by several laboratories.
# CHRM4 agonist: human M4 muscarinic receptor agonists, primary screen, CHO-K1 cells, Fluo-8 calcium fluorescence; Muscarinic acetylcholine receptor M4 (Homo sapiens), P08173; CHO-K1 hM4/Gqi5; vehicle 0%, full acetylcholine response 100%; activation, % at 3 µM; actives 0.14% (n = 360,000); AID 624127, 2012;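 active = activation above the run mean over all test wells plus 3 SD, cut at about 32% in these data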;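 note: peak over basal fluorescence ratio per well then scaled between controls; 0% = DMSO wells and 100% = acetylcholine at EC100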
# Target sequence (P08173 whole entry, looked up): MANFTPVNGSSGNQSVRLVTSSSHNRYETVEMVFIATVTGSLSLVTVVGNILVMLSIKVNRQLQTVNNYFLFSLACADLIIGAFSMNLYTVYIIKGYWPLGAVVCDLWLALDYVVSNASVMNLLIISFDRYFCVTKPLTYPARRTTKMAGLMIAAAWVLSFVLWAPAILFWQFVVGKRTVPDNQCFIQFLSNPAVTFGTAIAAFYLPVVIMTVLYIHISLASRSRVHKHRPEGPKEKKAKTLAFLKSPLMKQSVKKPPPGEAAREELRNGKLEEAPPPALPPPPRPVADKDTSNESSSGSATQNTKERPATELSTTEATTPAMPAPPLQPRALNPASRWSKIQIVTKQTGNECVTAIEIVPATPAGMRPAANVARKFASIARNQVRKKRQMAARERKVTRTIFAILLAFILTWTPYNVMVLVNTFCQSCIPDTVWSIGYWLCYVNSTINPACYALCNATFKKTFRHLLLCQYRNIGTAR
# CHRM5 antagonist: human M5 muscarinic receptor antagonists, primary screen, CHO cells, Fluo-8 calcium fluorescence; AID 624040, 2012; inhibition, % at 3 µM; CHO-hM5 cells, ACh EC80; actives 0.59% (n = 360,000);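 active = inhibition above a per-plate cutoff, the mean of that plate's test compounds plus 3 SD, cut at about 27% in these data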;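 note: 0% = acetylcholine EC80 with DMSO and 100% = DMSO without agonist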
# Target sequence (P08912 whole entry, looked up): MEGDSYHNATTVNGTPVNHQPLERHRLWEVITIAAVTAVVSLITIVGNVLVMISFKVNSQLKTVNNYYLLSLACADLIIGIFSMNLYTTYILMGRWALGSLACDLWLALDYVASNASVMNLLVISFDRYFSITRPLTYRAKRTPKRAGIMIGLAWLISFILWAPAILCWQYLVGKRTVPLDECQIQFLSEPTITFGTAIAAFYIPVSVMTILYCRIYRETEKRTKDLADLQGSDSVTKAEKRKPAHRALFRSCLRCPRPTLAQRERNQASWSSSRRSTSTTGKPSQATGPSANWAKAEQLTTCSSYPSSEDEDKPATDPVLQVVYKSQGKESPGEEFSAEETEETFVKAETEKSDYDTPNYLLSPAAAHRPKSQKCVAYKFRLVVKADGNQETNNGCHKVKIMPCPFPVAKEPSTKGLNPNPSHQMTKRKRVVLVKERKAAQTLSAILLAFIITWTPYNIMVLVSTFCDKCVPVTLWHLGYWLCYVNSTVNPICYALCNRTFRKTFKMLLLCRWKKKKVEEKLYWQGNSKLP
# M4 PAM: human M4 muscarinic receptor positive allosteric modulators, primary screen, CHO-K1 cells, Fluo-8 calcium fluorescence | AID 624126, 2012 | CHO-K1 hM4/Gqi5, ACh EC20; 0% = ACh EC20, 100% = maximal ACh | Muscarinic acetylcholine receptor M4 (Homo sapiens), P08173 | activation, % at 3 µM | actives 0.4% (n = 360,000);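 active = activation above its plate's cutoff, the mean activation of sample wells plus 3 SD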; note: some results filed as inactive read as strong as hits
# CRFBP-R2 block: antagonists of CRF-BP/CRF-R2 complex, primary screen, cell-based, HEK293, calcium dye fluorescence, uHTS. CRF-induced calcium fluorescence. inhibition, % at 11.8 µM. actives 0.59% (n = 350,000). AID 588475, 2011;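 active = inhibition of the ligand-induced calcium signal above about 50% at the single tested concentration, limit read from the data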
# M5 PAM: human M5 muscarinic receptor positive allosteric modulators, primary screen, CHO-K1 cells, Fluo-8 calcium fluorescence; Muscarinic acetylcholine receptor M5 (Homo sapiens), P08912; CHO-K1 hM5, ACh EC20 PAM; 0% = ACh EC20, 100% = ACh EC100; activation, % at 3 µM; actives 0.3% (n = 360,000); AID 624038, 2012;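 active = activation above the run cutoff, the mean activation of all test compounds plus 3 SD, cut at about 18% in these data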
#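 Replicates: One well per compound, no replicates | System: Human M5 receptor in CHO-K1 cells | Benchmarks: Low control EC20 acetylcholine (0%), high control EC100 acetylcholine (100%) | Probe or stimulus: Acetylcholine, EC20 level | Times: Fluo-8 loading 80 min at 37 °C plus 30 min room temperature | Signal: Intracellular calcium via Fluo-8 fluorescence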
# CRFR2-BP ag: agonists of CRF-BP/CRF-R2 complex, primary screen, cell-based, HEK293, calcium dye fluorescence, uHTS; CRF-binding protein / CRF receptor 2 complex (human); calcium dye fluorescence (FLIPR); percent of saturating CRF peptide response; activation, % at 13.2 µM; actives 0.46% (n = 350,000);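 active = activation of at least 50%, plus an integration ratio under a set limit after plate pattern correction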;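 note: plate controls were neutral control wells without compound for no effect and CRF at EC100 for full effect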
# M5 ag: human M5 muscarinic receptor agonists, primary screen, CHO-K1 cells, Fluo-8 calcium fluorescence; Muscarinic acetylcholine receptor M5 (Homo sapiens), P08912; CHO-K1 hM5 cells; 0% DMSO wells, 100% maximal acetylcholine response; AID 624037, 2012; activation, % at 3 µM; actives 0.19% (n = 360,000);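 active = activation above the run's mean over test compounds plus 3 SD, cut at about 23% in these data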;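 note: signal is peak over basal fluorescence ratio across the kinetic read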
# IDE inh: human IDE inhibitors in live cells, primary screen, fluorescence polarization, HEK cells, FAbetaB substrate | Insulin-degrading enzyme (Homo sapiens), P14735 | FAbetaB cleavage | inhibition, % at 5.59 µM | actives 0.41% (n = 320,000) | AID 434962, 2010;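 active = percent inhibition above the average of all tested compounds plus 3 SD, set per screening campaign, cut at about 16% in these data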;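 note: IDE supplied by intact live HEK cells; FP after avidin binding of uncleaved biotin substrate so inhibition keeps polarization high; 0% = DMSO wells and 100% = 60 µM reference IDE inhibitor Ii1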
# M4 antag: human M4 muscarinic receptor antagonists, primary screen, CHO cells, Fluo-8 calcium fluorescence; Muscarinic acetylcholine receptor M4 (Homo sapiens), P08173; CHO-hM4 cells, ACh EC80; inhibition, % at 3 µM; actives 0.73% (n = 360,000); AID 624125, 2012;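 active = inhibition above its plate's cutoff, the mean inhibition of sample wells plus 3 SD, cut at about 27% in these data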;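 note: 0% = acetylcholine EC80 with DMSO and 100% = DMSO without agonist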
# * marks the source's active call; other numbers are inactive results; · = not tested or not shown.
SMILES	IDE inh	CHRM5 antagonist	M4 antag	M5 PAM	CRFBP-R2 block	M4 PAM	CRFR2-BP ag	CHRM4 agonist	M5 ag
CCC(=O)N1CCCC(C(=O)Nc2nc3ccccc3[nH]2)CC1 (configuration not stated)	·	7.4	-3.7	-0.2	·	2.9	·	0.5	0.4
CC(=O)c1sc(NC(=O)c2ccc(C(C)(C)C)cc2)nc1C	-2.2	5.8	2.8	5.5	-10.3	-6.2	0.7	-0.5	-16.7
CC(=O)Nc1c(Br)cc2c(c1Br)C(=O)c1ccccc1-2	·	15.7	-13.1	-10.2	22.4	1.4	-1.9	1.9	-1.8
Cc1ccc(-c2csc(NC(CO)c3nc4ccccc4n3CCOCCO)n2)cc1 (configuration not stated)	2.6	10.0	12.1	3.4	-25.1	0.5	0.0	0.0	-4.7
Cc1ccc2nc(N=C(N)N)nc(C)c2c1	4.9	-2.4	-5.6	3.6	-37.8	4.7	1.8	0.9	-5.3
Cc1cccc(NC(=O)CSc2nc(N)c(NC(=O)c3cccs3)c(=O)[nH]2)c1C	4.4	6.2	-4.4	-6.4	6.9	-2.0	-2.1	0.8	0.1
FC(F)(F)c1nnc2ccc(N3CCCC3)nn12	1.3	10.6	-5.6	-1.4	-0.8	18.1	0.2	2.1	-1.8
Cc1c(NC(=O)c2ccc(N(Cc3ccccc3)S(C)(=O)=O)cc2)c(=O)n(-c2ccccc2)n1C	10.7	9.4	0.6	-3.1	-9.6	-2.3	0.8	-0.3	2.2
CC(C)NC(=O)C1CCN(C2CCN(CC3CC=CCC3)CC2)CC1 (configuration not stated)	6.6	2.3	-8.3	0.6	17.5	2.8	-2.3	0.9	-6.2
Cc1cc(C)c(C(=O)C(C)OC(=O)c2ccc(Cl)nc2)cc1C (configuration not stated)	1.2	2.5	-3.8	-4.0	15.3	-8.1	-0.9	1.4	-5.3
CS(=O)(=O)N(Cc1ccc(C(=O)NCc2ccco2)cc1)c1ccccc1	-4.4	-4.2	1.0	-0.5	7.5	-0.5	-1.3	0.8	-1.8
O=[N+]([O-])c1ccc(Nc2ccc(Cl)cc2)nc1	-0.9	30.7*	5.4	-15.0	8.9	-12.6	-1.2	8.3	-4.2

# Other records follow.
SMILES	IDE inh	CHRM5 antagonist	M4 antag	M5 PAM	CRFBP-R2 block	M4 PAM	CRFR2-BP ag	CHRM4 agonist	M5 ag
O=C1C2C3C=CC(CC3)C2C(=O)N1/N=C/c1c[nH]c2ccccc12 (configuration not stated)	-2.1	-7.5	-0.6	8.4	2.0	3.8	2.0	0.6	0.2
O=S(=O)(c1ccc2c(c1)OCCO2)C1CCC(S(=O)(=O)c2c(F)cccc2F)CC1 (configuration not stated)	6.6	10.4	0.7	-12.1	9.2	5.5	-0.2	0.9	-0.1
C/C(=N\NC(=O)C(C)n1nc(C)c([N+](=O)[O-])c1C)c1ccccc1O (configuration not stated)	2.7	-3.0	-5.3	-2.0	-14.9	-9.2	-0.9	1.8	-0.2
Cn1nccc1C(=O)Nc1cccc(C(F)(F)F)c1	3.9	-13.0	-10.5	5.3	-8.2	8.8	-1.9	1.5	-3.2
COc1cc(CN2CCNC(=O)C2CC(=O)NCCc2ncccc2C)cc(OC)c1 (configuration not stated)	-1.6	0.4	1.1	3.0	8.4	9.7	4.1	0.6	-5.0
O=C([C@H](Cc1ccccc1)NS(=O)(=O)c1ccc(Cl)cc1)N1CC[C@@]2(O)CCCC[C@H]2C1	3.5	9.5	18.5	-12.6	-15.7	-6.5	-0.3	18.8	4.5
CCOc1cc(C(=O)NC(C)c2ccncc2)cc(OCC)c1OCC (configuration not stated)	-4.0	-8.3	-4.4	2.8	-4.0	7.1	-0.7	3.4	1.9
Cc1cc(Br)c(NC(=O)COC(=O)CC2CC3CCC2C3)c(Br)c1 (configuration not stated)	0.8	19.9	-6.0	6.8	-5.2	-3.4	-2.8	1.2	-4.2
CCOC(=O)N/N=C(/C)c1cccc(-n2cnnn2)c1	2.2	8.7	-4.2	-3.3	14.2	8.3	-1.9	0.1	0.2
CS(=O)(=O)Nc1ccc(S(=O)(=O)Nc2nccs2)cc1	4.5	-0.7	-3.3	-0.3	6.8	-0.2	-1.5	0.1	-0.8
O=S(=O)(N/N=C/c1cn(Cc2ccccc2)c2ccccc12)c1ccccc1	-8.5	-8.2	12.9	5.1	-9.5	-1.7	0.0	-0.1	-0.2
CC(C)(C)OC(=O)N1CC(O)CC1C(=O)OCC(=O)c1ccc(-c2ccccc2)cc1 (configuration not stated)	2.3	7.4	1.6	-2.4	9.6	-8.4	0.5	2.9	0.9

# Continued.
SMILES	IDE inh	CHRM5 antagonist	M4 antag	M5 PAM	CRFBP-R2 block	M4 PAM	CRFR2-BP ag	CHRM4 agonist	M5 ag
NC(N)=S	8.5	-2.2	-5.1	0.8	-2.1	-8.4	2.8	0.6	0.1
CCOc1ccccc1C(=O)Nc1ccccc1O	1.4	-7.1	0.7	-2.0	-2.4	-2.5	-0.5	2.5	-9.0
O=C(/C=C/c1ccco1)Nc1ccc(Oc2ccccc2)cc1	3.7	15.4	-7.8	-6.1	11.8	-5.0	0.6	6.0	-1.6
COCCOC(=O)c1c(C)n(C)c2ccc(OC(=O)C3CC3)cc12	-1.7	-3.2	0.9	1.3	5.1	7.7	-1.4	1.8	-1.9
COc1ccc(-c2c(NC(C)=O)n(C)c3ccccc3c2=O)cc1	3.0	-8.2	-0.5	8.9	-15.3	13.2	-0.7	0.5	0.1
Clc1ccc(CSc2snnc2-c2ccccc2)c(Cl)c1	0.6	2.4	17.9	-4.7	5.5	-16.8	3.8	-1.6	-1.8
Cc1oc2ccc(OCc3ccccc3F)cc2c1C(=O)O	0.9	-10.4	11.2	2.6	-1.6	13.8	-2.2	-0.3	3.3
O=C(CSCC(=O)OCC(=O)N1CCN(C(=O)c2ccco2)CC1)Nc1ccc(Cl)cc1	·	-2.4	-7.0	-3.4	3.8	6.5	0.5	4.4	-1.1
Fc1ccc(-n2c(-c3cc(C4CC4)[nH]n3)n[nH]c2=S)cc1Cl	-3.4	-20.4	-1.4	19.4*	-9.2	12.3	-0.3	0.8	2.8
COc1ccc(C(=O)N2CCN(c3ccc([N+](=O)[O-])c(NCCc4ccc(OC)c(OC)c4)c3)CC2)cc1	-3.8	-1.7	8.2	-1.6	2.1	-6.2	1.4	1.1	-2.2
O=C(Cc1ccc([N+](=O)[O-])cc1)c1c(O)cc(O)cc1O	0.4	6.1	-0.7	-3.8	-9.7	-4.1	-1.3	8.1	2.4
CC(NC(=O)c1cccs1)c1nnc(SCc2ccc(Cl)cc2Cl)n1C (configuration not stated)	-3.5	3.2	-16.9	0.3	-15.2	6.2	-2.8	2.4	-1.9

# (listing goes on)
SMILES	IDE inh	CHRM5 antagonist	M4 antag	M5 PAM	CRFBP-R2 block	M4 PAM	CRFR2-BP ag	CHRM4 agonist	M5 ag
Cn1cc(NC(=O)OCc2ccc(Cl)cc2)c(C(F)(F)F)n1	-2.4	-2.3	2.3	6.1	-8.3	-0.5	0.1	2.5	-3.9
C=C1C(C(=O)Nc2ccc(OC)cc2)C1C(=O)Nc1ccc(OC)cc1 (configuration not stated)	-3.9	7.9	-1.3	-2.9	-22.8	-2.8	-4.1	-0.3	2.7
CCN(CC)C(=O)Cn1cc(C(=O)C(=O)NCCc2ccc(S(N)(=O)=O)cc2)c2ccccc21	1.0	-4.7	-4.6	-0.8	-9.7	-7.2	-0.1	1.7	-3.5
CCOc1ccc(NC(=O)CN(c2ccc(OC)c(OC)c2)S(=O)(=O)c2ccc(C)cc2)cc1	-4.9	1.2	-1.1	-3.2	24.7	-0.4	-2.4	0.4	1.2
COc1cc(/C=C(\C#N)c2nc3ccccc3[nH]2)c([N+](=O)[O-])cc1OCc1ccccc1	3.7	12.8	3.9	-11.2	-9.0	-4.5	5.7	3.4	1.1
O=C(c1cccc(S(=O)(=O)N2CCOCC2)c1)N(Cc1ccco1)Cc1cccs1	2.8	6.4	-3.0	-8.5	2.1	-5.8	-0.8	3.8	-2.5
CC1(C)C(C=C(Cl)Cl)C1C(=O)OCc1cccc(Oc2ccccc2)c1 (configuration not stated)	-3.0	-4.0	-1.0	3.3	0.7	-3.9	5.2	0.5	0.5
COc1ccccc1Nc1nc(N)nc(CSC(=S)N2CCCCC2)n1	4.8	-0.2	-3.4	4.4	8.2	14.4	1.5	-0.9	-9.2
NC(=O)C1CCN(c2ccc(S(=O)(=O)N3CCCCC3)cc2[N+](=O)[O-])CC1	-2.6	9.9	-9.3	6.3	-2.9	6.1	-0.8	1.9	0.2
Cc1ccc(C)c(N(CC(=O)NN=C2CCN(C)CC2)S(=O)(=O)c2ccccc2)c1	-0.3	5.4	-0.1	-2.9	2.5	7.2	-3.6	-0.3	1.5
CC(C)(O)C#Cc1ccc(CN2CCN(C3CCCCC3)C(CCO)C2)cc1 (configuration not stated)	1.4	2.5	15.6	-1.7	19.4	-10.4	3.7	1.0	-7.7
Cc1ccc(S(=O)(=O)NN=C2C3CC4CC(C3)CC2C4)cc1	1.4	2.2	-4.0	0.1	-1.0	11.0	0.4	-1.5	0.1

# Further records
SMILES	IDE inh	CHRM5 antagonist	M4 antag	M5 PAM	CRFBP-R2 block	M4 PAM	CRFR2-BP ag	CHRM4 agonist	M5 ag
Cc1ccc(N2CC(C(=O)Nc3cc(S(=O)(=O)N4CCCCC4)ccc3C)CC2=O)cc1 (configuration not stated)	·	2.4	-4.6	-6.2	33.0	-3.6	-1.0	2.3	-2.2
CCN(Cc1ccccc1)c1cc2c(c3c1ccn3C)C1CCC2C1 (configuration not stated)	·	4.4	-4.2	-1.4	·	-2.5	·	-1.4	-1.4
Cc1ccc(S(=O)(=O)N2[C@@H](Cc3ccccc3)CO[C@H]2CC(=O)c2cccc3ccccc23)cc1	·	1.1	10.7	-2.0	·	-4.5	·	0.6	1.8
Nc1nncn1C(=O)c1cccs1	-3.2	9.1	2.4	-4.3	-24.1	1.9	1.4	0.1	-1.9
O=C(O)c1ccc2ncc(NC(=O)c3ccc(F)cc3)c(=O)n2c1	-2.3	0.0	-10.7	-1.1	-1.0	10.4	4.0	1.4	1.0
Cc1c(C2CC(=O)N(c3ccccc3)C2=O)[nH]n(-c2ccccc2)c1=O (configuration not stated)	5.4	2.6	-3.8	-5.5	3.5	-0.3	-0.5	2.4	-0.9
CSc1nc(N2CCOCC2)c2sccc2n1	10.8	12.6	12.1	2.6	-5.0	-4.9	-2.5	-0.7	3.8
Clc1ccccc1Cn1c(/C=C/c2ccco2)nc2ccccc21	10.4	6.9	-1.1	-3.2	-16.1	-8.9	40.2	-0.3	-5.8
